# 12-LOX inh: Primary qHTS assay for inhibitors of human arachidonate 12S-lipoxygenase (ALOX12): Round 2 | AID 1671190, 2021 | 580,000 tested, 1.1% active | Potency, µM (highest dose often 108 µM), for the others: at the top dose activity change, negative = inhibition, most hits filed as inhibitors | Polyunsaturated fatty acid lipoxygenase ALOX12 (Homo sapiens), P18054 | purified 12hLO, xylenol orange hydroperoxide absorbance
# Target sequence (P18054 whole entry, looked up): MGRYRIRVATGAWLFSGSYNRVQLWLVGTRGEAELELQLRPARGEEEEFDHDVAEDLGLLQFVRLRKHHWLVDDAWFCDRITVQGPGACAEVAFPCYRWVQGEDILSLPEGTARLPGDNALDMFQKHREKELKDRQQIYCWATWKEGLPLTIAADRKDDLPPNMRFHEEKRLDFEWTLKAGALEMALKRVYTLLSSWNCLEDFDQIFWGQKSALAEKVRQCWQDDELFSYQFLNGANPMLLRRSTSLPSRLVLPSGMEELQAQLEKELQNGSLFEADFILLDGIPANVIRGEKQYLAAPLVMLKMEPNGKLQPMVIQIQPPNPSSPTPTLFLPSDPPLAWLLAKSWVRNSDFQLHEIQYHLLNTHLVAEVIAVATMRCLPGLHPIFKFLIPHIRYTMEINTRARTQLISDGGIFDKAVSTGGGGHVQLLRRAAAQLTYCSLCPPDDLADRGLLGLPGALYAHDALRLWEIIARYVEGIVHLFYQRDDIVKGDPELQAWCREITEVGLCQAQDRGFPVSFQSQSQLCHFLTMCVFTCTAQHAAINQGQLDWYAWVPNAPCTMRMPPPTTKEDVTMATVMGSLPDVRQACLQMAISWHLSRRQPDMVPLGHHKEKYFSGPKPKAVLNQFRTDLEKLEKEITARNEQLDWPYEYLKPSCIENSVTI
#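 Purified human 12hLO (150 nM final) in 25 mM Hepes, 0.01% Triton X-100, pH 7.0 was preincubated 15 min at room temperature with compound. Then 40 uM arachidonic acid was added, 30 min. Hydroperoxide was read by Fe-XO absorbance ratio 573/405 nm.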
# GLS inh: qHTS for Inhibitors of Glutaminase (GLS) | 410,000 tested, 0.21% active | GLS enzymatic activity, qHTS titration | Potency, µM (series often up to 45.5 µM), for the others: at the highest dose activity change, negative = inhibition, actives largely listed as inhibitors
#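 hKGA; 45 mM KH2PO4 pH 8.2 + 0.02% Tween-20; cpd via pin tool; 1 mM Gln soln; GluOx/HRP/Amplex Red; RT 30 min; fluor. t0 & final.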
# * = called active by the depositor; ? = inconclusive; [ ] = remark or other dose. Calls follow the shape of the dose curve; as a rule, active = well fitted inhibition curve with a large enough effect; inconclusive = small, poorly fitted or top-dose-only effect, or another doubt; inactive = no such curve, though single readings can be large or run the other way. % is scaled to controls: 0 for no effect and ±100 for the full control effect; potency is read from the fitted curve at half-maximal effect. Not all compounds are listed (hit frequency here may not be typical).
# Start of the data: the first 12 records as a preview:
SMILES,12-LOX inh,GLS inh
COc1ccc(C(C)C)cc1-c1cc(C(=O)NCc2cc(C(F)(F)F)cc(C(F)(F)F)c2)[nH]n1,16%,-6%
COc1ccc(CC(=O)N2CCC(C)(C(=O)NS(=O)(=O)C3CC3)C2)cc1OC (stereo not drawn),0%,1%
CCOC(=O)[C@]12CCCC=C1N(Cc1ccc(Cl)cc1Cl)C(=O)[C@H](CC(=O)NCc1ccccc1)C2,?,2%
CC(C)C[C@H]1CN([C@@H](Cc2ccccc2)CN2CCC[C@@H]2CN2C(=O)C(=O)NC[C@@H]2Cc2ccc(O)cc2)C(=O)C(=O)N1CC1CCCCCC1,?,6%
Cc1c(C(=O)NCCN(C)C)n(C)c(=O)c2ccccc12,2%,-6%
CS(=O)(=O)N1CCCCC1c1cc(C(=O)Nc2ccccc2Cl)no1 (stereo not drawn),-11%,7%
O=[N+]([O-])c1cnccc1-n1nnc2ccccc21,1%,0%
Cc1ccsc1CN(C)c1ncnc2ccc(-c3ccoc3)cc12,?,27%
O=C1NC[C@@H](CCCCN2C[C@H](Cc3ccccc3)N(CCc3ccccc3)C(=O)C2=O)N(CCc2ccccc2)C1=O,10%,-1%
CC(=O)NCCNc1nc(NCC2CC2)nc2cc(-c3ccccc3)sc12,?,-1%
COc1cccc(-c2cnc3c(NC(C)=O)cc(-c4cccc(C(=O)NCCO)c4)cn23)c1,3%,13%
CC(C)(C)C(=O)c1c(N)[nH]c(C(=O)c2ccccc2)c1-c1ccc(C(F)(F)F)cc1,1%,18%

# This part in full (from the top)
SMILES,12-LOX inh,GLS inh
COc1ccc(C(C)C)cc1-c1cc(C(=O)NCc2cc(C(F)(F)F)cc(C(F)(F)F)c2)[nH]n1,16%,-6%
COc1ccc(CC(=O)N2CCC(C)(C(=O)NS(=O)(=O)C3CC3)C2)cc1OC (stereo not drawn),0%,1%
CCOC(=O)[C@]12CCCC=C1N(Cc1ccc(Cl)cc1Cl)C(=O)[C@H](CC(=O)NCc1ccccc1)C2,?,2%
CC(C)C[C@H]1CN([C@@H](Cc2ccccc2)CN2CCC[C@@H]2CN2C(=O)C(=O)NC[C@@H]2Cc2ccc(O)cc2)C(=O)C(=O)N1CC1CCCCCC1,?,6%
Cc1c(C(=O)NCCN(C)C)n(C)c(=O)c2ccccc12,2%,-6%
CS(=O)(=O)N1CCCCC1c1cc(C(=O)Nc2ccccc2Cl)no1 (stereo not drawn),-11%,7%
O=[N+]([O-])c1cnccc1-n1nnc2ccccc21,1%,0%
Cc1ccsc1CN(C)c1ncnc2ccc(-c3ccoc3)cc12,?,27%
O=C1NC[C@@H](CCCCN2C[C@H](Cc3ccccc3)N(CCc3ccccc3)C(=O)C2=O)N(CCc2ccccc2)C1=O,10%,-1%
CC(=O)NCCNc1nc(NCC2CC2)nc2cc(-c3ccccc3)sc12,?,-1%
COc1cccc(-c2cnc3c(NC(C)=O)cc(-c4cccc(C(=O)NCCO)c4)cn23)c1,3%,13%
CC(C)(C)C(=O)c1c(N)[nH]c(C(=O)c2ccccc2)c1-c1ccc(C(F)(F)F)cc1,1%,18%
CC(=O)Nc1ccc(C(=O)N2CCCCC2c2cc(C(=O)Nc3ccccc3)no2)cc1 (stereo not drawn),11%,3%
O=C(O)Cc1ccc(CCNS(=O)(=O)c2ccc(Cl)cc2)cc1,-9%[22.9 µM],-1%
O=C(NCc1cccnc1)c1cc(C2CCCCN2S(=O)(=O)c2cccc3cccnc23)on1 (stereo not drawn),-9%,-3%
COC(=O)C1CCN(C2CN(Cc3ccc(C)cc3)S(=O)(=O)C2)CC1 (stereo not drawn),12%,16%
COC(=O)[C@@]1(Cc2ccc(F)cc2)[C@H]2c3cc(C(=O)N(C)C)n(CC4CC4)c3C[C@H]2CN1C(=O)c1ccccc1,-6%,3%
CSC12CCCN(CCC(C(C)(C)C)C1)C2=O (stereo not drawn),20%,3%
c1ccc2c(-c3cc(NCc4ccncc4)n4nccc4n3)cccc2c1,-11%,1%
Cc1[nH]c(C)c(Cl)c(=O)c1Cl,-13%[12.5 µM],-2%
CCc1nc2c(OCc3ccc(OC)cc3)cccn2c1N(C)C(=O)c1ccco1,-26%,8%
CC(=O)Nc1ccc(CNc2nc3cc(-c4ccccc4C)sc3c(=O)n2C)cc1,?,1%
COCCNC(=O)C1Cc2c(-c3ccc(NC(C)=O)cc3)ccnc2O1 (stereo not drawn),-40%,5%
Cc1cc2nc(C3CCCCC3)c(Cc3cccc(Cl)c3)n2c(C)c1Br,-70%,-7%
CSc1ccc(Cn2c(C)c(C(=O)NCc3ccccc3C(F)(F)F)sc2=O)cc1,0%,-21%
O=S1(=O)CC(N2CCC(Cc3ccccc3)CC2)CN1C1CCCCC1 (stereo not drawn),?,0%
CC1(C(=O)Nc2ccc3c(c2)OCCO3)CCN1Cc1ccc(-c2ccccn2)cc1 (stereo not drawn),6%,1%
O=C(NC(c1ccc(-c2ccccc2)cc1)c1cnccn1)C1CCN(Cc2ccc(Oc3ccccc3)cc2)CC1 (stereo not drawn),?,-2%
CC1(C(=O)Nc2ccc3ccccc3c2)CCC(=O)N1CCc1c[nH]c2ccccc12 (stereo not drawn),?,13%
CCCCC[C@@H](C)N1C[C@H](COCc2ccccc2)Oc2cc(N3CC[C@H](N(C)C)C3)ccc2S1(=O)=O,-7%,7%
CCc1nc2ccc(C(=O)N3CCCCC3)cn2c1N(CCC(C)C)CCN(C)C,-5%,12%
C1=C[C@H]2CCCN3CC[C@@H]([C@@H]2[C@]32CO2)[C@H]1CCOCc1ccccc1,?,0%
CC(C)COC(=O)N1CCCCC1c1cc(C(=O)N2CCOCC2)no1 (stereo not drawn),-8%,7%
COC(=O)[C@]12CCCCC=C1N(Cc1ccco1)C(=O)[C@H](CC(=O)NCc1cccc3ccccc13)C2,?,17%
O=C(NCC1CC1)c1ccc(-c2cn[nH]c2)c2ccoc12,-5%,2%
Cc1cc(-c2cc(NC=O)c3ncc(-c4cccc(C(=O)NCCN(C)C)c4)n3c2)cc(C)c1O,-22%,-5%
CCc1ccc([C@H]2[C@@H]3C(=O)C[C@@H]4C(=O)N(C5CCCCC5)C(=O)[C@@H]4[C@@H]3CN2S(=O)(=O)c2ccc(C)cc2)cc1,-3%,-8%
COc1ccc(CN2C(=O)c3cccc4cccc(c34)C2c2nc3ccccc3[nH]2)cc1 (stereo not drawn),79%[activator],3%
CC(C)(C)c1ccc(CC(=O)N2CCC2(C)C(=O)NS(=O)(=O)c2ccc(Cl)cc2)cc1 (stereo not drawn),-26%,-6%
O=C(NCc1ccc(F)cc1F)[C@@H]1CCCN1C(=O)[C@@H]1CCCN1,1%,-17%
C=CCC[C@H](CCCCC)OC(=O)/C=C/[C@H](O)[C@@H](O)C[C@H](O)CC=C,-11%,2%
CC(=O)c1cccc(-c2ccnc3c2CC(C(=O)NCc2ccncc2)O3)c1 (stereo not drawn),-7%,4%
COc1cccc(CNC(=O)[C@@H]2CCCN2C(=O)[C@H]2CCCCN2C(=O)c2c(F)cccc2F)c1,0%,1%
CCCCCCCCN1C(=O)[C@H](CC(=O)NCCC(C)C)C[C@@]2(C(=O)OC)CCCCC=C12,-15%,1%
COc1ccc(NC(=O)Cn2nnc(-c3ccccc3)c2COc2ccc(C(C)=O)cc2)cn1,-2%,0%
COc1cccc(-c2cnc(C(O)c3cc(Cl)cc(Cl)c3)[nH]2)c1 (stereo not drawn),2%,8%
C[C@H]1CN([C@@H](C)CO)S(=O)(=O)c2ccc(Br)cc2O[C@H]1CN(C)C(=O)Cc1ccncc1,22%,11%
CC1(C(=O)NS(=O)(=O)c2ccc(Cl)cc2)CCN1C(=O)CCc1ccccc1 (stereo not drawn),-10%,-4%
COc1ccc(-c2coc3c(C(=O)Nc4cc(OC)c(OC)c(OC)c4)cccc23)c(C)c1,-2%,-1%
O=C1NC[C@@H](CCCCN2C[C@H](Cc3ccc(O)cc3)N(Cc3ccccc3)C(=O)C2=O)N(CCC2CCCCC2)C1=O,?,7%
N#CCOc1ccccc1CNC[C@H]1O[C@@H](n2cnc3c(=O)[nH]c(N)nc32)[C@H](O)[C@@H]1O,-18%,2%
CCOC(=O)Cc1c(-c2cccc(Br)c2)nc2c3ccccc3ccn12,5%,1%
O=C1Nc2ccccc2N=C(c2ccccc2)C1N(C(=O)c1ccnc2ccccc12)c1ccccc1 (stereo not drawn),27%,16%
CN(C)c1cccc(NC(=O)C2Cc3c(-c4ccc(Cl)cc4)ccnc3O2)c1 (stereo not drawn),-4%,30%[activator]
CC1(C)Cc2cccc(OC(=O)NC3CCCCC3)c2O1,-16%,-1%
CCCCn1c(O)c2n(c1=O)Cc1ccccc1N=C2c1ccc(OC)cc1,-11%,2%
Cn1nc(C(C)(C)C)cc1C(=O)N1CCCCC1c1cc(C(=O)Nc2cccc3c2CCCC3)no1 (stereo not drawn),?,2%
Cc1cccc(-c2cc(N3CCCN(C)CC3)n3nccc3n2)c1,?,3%
CCc1nc2c(OCCOc3ccc(F)cc3)cccn2c1N(C)C(=O)c1ccccc1F,-28%,1%
COc1cccc(C(NC(C)=O)c2nc(/C=C/c3ccccc3)cs2)c1 (stereo not drawn),-4%,4%
# Next records follow.
SMILES,12-LOX inh,GLS inh
Cc1noc(C)c1-c1ccc(C(=O)NCc2ccccc2)c2occc12,?,-6%
Nc1ccc(O)c(C(=O)O)c1,-30%[22.9 µM],16µM*
CCOC(=O)c1ccc(-c2ccc(N3C(c4cccc(OC)c4)=Cc4ccc(F)cc4C3CC(C)=O)cc2)cc1F (stereo not drawn),-2%,8%
CC(=O)Nc1ccc(C(=O)N2CCCCC2c2cc(C(=O)Nc3cccc4c3CCCC4)no2)cc1 (stereo not drawn),-16%,2%
COCCNC(=O)C1(C)CCCN(C(=O)c2cccc(C#N)c2)C1 (stereo not drawn),16%,6%
COC(=O)[C@@]1(Cc2ccc(F)cc2)[C@H]2c3cc(C(=O)N(C)C)n(CCc4c[nH]c5ccc(O)cc45)c3C[C@H]2CN1C(=O)c1ccccc1,-26%,-22%
CCCCNC(=O)C1(C)CCN1C(=O)Cc1ccc(OC)cc1 (stereo not drawn),-10%,-5%
NC(Cc1ccc(C(F)(F)F)cc1)c1csc(Nc2nccc(C(F)(F)F)n2)n1 (stereo not drawn),-30%,2%
CCCCNC(=O)C1(C)CCCCN1C(=O)c1cccc(OC(F)(F)F)c1 (stereo not drawn),-1%,3%
CCCCCCCCN1C(=O)[C@H](CC(=O)N2CCCC2)C[C@@]2(C(=O)OC)CCCCC=C12,-6%,1%
COc1cccc(C(NC(C)=O)c2nc(-c3cccs3)cs2)c1 (stereo not drawn),-21%,-3%
COc1ccc(C(O)c2nc(-c3ccccc3OC)cs2)cc1 (stereo not drawn),?,-4%
COc1cc(CNC(=O)c2cc(-c3ccc(OC)cc3C)n[nH]2)cc(OC)c1,-20%,-2%
O=C(NCc1ccc(F)cc1)c1cc(C2CCCCN2C(=O)c2ccc(Cl)cc2)on1 (stereo not drawn),-14%,3%
CCCCNC(=O)C1(C)CCCCN1Cc1ccc2ccccc2c1 (stereo not drawn),?,-24%
O=C1NC[C@H](CCCCN2C[C@H](Cc3ccc(O)cc3)N(CCc3ccc(O)cc3)C(=O)C2=O)N(CC2CCCCC2)C1=O,?,0%
CC1(c2nnnn2Cc2ccccc2)CCC(=O)N1Cc1cccnc1 (stereo not drawn),?,-7%
COC(=O)[C@]12CCCCC=C1N(CCC1=CCCCC1)C(=O)[C@H](CC(=O)N1CCN(C(=O)c3ccco3)CC1)C2,0%,-2%
Cc1cc(C)n(CCNC(=O)[C@H]2O[C@@H](n3ccc(=O)[nH]c3=O)[C@H](O)[C@@H]2O)n1,-8%,6%
COc1ccc(CN2CC[C@@H]3CN(C(C)=O)[C@H](c4ccccc4Br)C[C@@H]32)cc1,?,9%
CC1C(=O)N(Cc2cn(Cc3ccco3)nn2)CCS(=O)(=O)N1Cc1ccc(-c2ccc(F)cc2Cl)cc1 (stereo not drawn),?,-14%
CC(O)(c1ccc(F)c(F)c1)c1nc(-c2csc3ccccc23)cs1 (stereo not drawn),45µM*,0%
CCCCNC(=O)C1(C)CCC(=O)N1C1CCN(Cc2ccccc2)CC1 (stereo not drawn),-4%,0%
COc1ccc(OC)c(N2C(=O)c3ccccc3C2c2nnnn2-c2ccc3c(c2)OCCO3)c1 (stereo not drawn),-23%,-1%
CCCCCCCCN1C(=O)[C@H](CC(=O)NCc2ccc(OC)c(OC)c2)C[C@@]2(C(=O)OC)CCCCC=C12,-8%,-13%
Cc1ccc(S(=O)(=O)Nc2ccc3c(c2)C(=O)N([C@@H](C)CO)C[C@@H](C)[C@@H](CN(C)C(=O)NC2CCCCC2)OCCCC[C@H](C)O3)cc1,-24%,0%
CN(C)c1cccc(-c2cc(Nc3ccc(C(C)(C)C)cc3)ncn2)c1,6%,16%
CCCCCC[n+]1ccccc1/C=C/c1ccc(N(C)C)cc1,?,63%[activator]

# Screening data deposited in PubChem BioAssay by National Center for Advancing Translational Sciences (NCATS).
